KLK7 zymogen act = proKLK7 zymogen activators, primary screen, biochemical, fluorescence intensity. Kallikrein-7 (Homo sapiens), P49862. purified proKLK7, EDANS-DABCYL substrate fluorescence; 100% is mature enzyme control, 0% vehicle. activation, % at 7 µM. 370,000 tested, 0.9% active. AID 652039, 2013;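 active = activation above the mean of all tested compounds plus 3 SD, computed per campaign excluding outliers beyond control limits, cut at about 13% in these data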
Target sequence (P49862 whole entry, looked up): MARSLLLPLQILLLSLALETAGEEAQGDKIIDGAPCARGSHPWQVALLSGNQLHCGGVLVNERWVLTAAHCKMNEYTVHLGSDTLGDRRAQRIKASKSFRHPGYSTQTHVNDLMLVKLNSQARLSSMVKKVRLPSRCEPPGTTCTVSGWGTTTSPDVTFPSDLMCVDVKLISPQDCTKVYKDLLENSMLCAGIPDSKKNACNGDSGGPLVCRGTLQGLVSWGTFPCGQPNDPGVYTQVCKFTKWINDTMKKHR
GC-B act = human GC-B receptor activators, primary screen, HEK293 GC-B cells, cGMP TR-FRET, EC30 CNP. 370,000 tested, 0.11% active. activation, % at 10 µM. AID 1920062, 2024. 0% at EC30 CNP, 100% saturating CNP;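 active = activation at 10 µM reaching about 35% in either raw or pattern-adjusted values, limit read from the data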
hgDAF-12 ag = H. glycines DAF-12 receptor agonists, primary screen, cell-based, luminescence, HEK293, GAL4 fusion, UAS-luciferase. HEK293 GAL4-hgDAF12 UAS-luciferase reporter, agonist luminescence; normalized to butyrate control. Nuclear hormone receptor DAF-12 (Heterodera glycines), GAL4 fusion. AID 687014, 2013. 370,000 tested, 1.8% active. activation, % at 6.8 µM;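 active = activation above a cutoff set at the mean of all screened compounds plus 3 SD, cut at about 10% in these data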;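 also: 0% = DMSO wells and 100% = sodium butyrate wells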
hcDAF12 agonist = H. contortus DAF-12 nuclear receptor activators, primary screen, cell-based, luminescence, HEK293, lit1-tk-luc reporter | activation, % at 6.8 µM | 370,000 tested, 1.4% active | AID 652067, 2013 | HEK293 hcDAF-12 lit1-tk-luc reporter; 0% DMSO, 100% Δ7-dafachronic acid;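 active = activation above the mean of all tested compounds plus 3 SD, cut at about 5.5% in these data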;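 also: 100% = response to 3 µM Δ7-dafachronic acid high control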
SMARCA2 activ = SMARCA2 (BRM) function activators, primary screen, cell-based, luminescence, high throughput | MG213 cells, MMTV-luciferase reporter, dexamethasone, overnight | activation, % at 9.1 µM | 370,000 tested, 1% active; in the data active = activation above about 7.8%;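 also: 0% = vehicle wells and 100% = reference activator wells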
ssDAF12 agonist = S. stercoralis DAF-12 nuclear receptor activators, primary screen, cell-based, luminescence, HEK293, GRIP1 co-expression, lit1-tk-luc; HEK293 ssDAF-12/GRIP1 lit1-tk-luc reporter; % of 3 µM dafachronic acid response; AID 652126, 2013; Nuclear hormone receptor DAF-12 (Strongyloides stercoralis); activation, % at 6.8 µM; 370,000 tested, 1% active;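 active = activation above the mean over all tested compounds plus 3 SD, cut at about 0.9% in these data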;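 also: 0% = DMSO-only wells and 100% = 3 µM delta7-dafachronic acid wells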
HGIII-sPLA2 inh = human group III sPLA2 inhibitors, primary screen, biochemical, QFRET, BODIPY PC-A2 liposome substrate | QFRET BODIPY PC-A2 liposome hydrolysis, fluorescence | inhibition, % at 12.2 µM | 370,000 tested, 0.56% active;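 active = inhibition above mean plus 3 SD of compounds lying within the high and low control bounds, cut at about 19% in these data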;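 also: 0% = median of test compound wells and 100% = no enzyme DMSO wells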
Target sequence (Q9NZ20 whole entry, looked up): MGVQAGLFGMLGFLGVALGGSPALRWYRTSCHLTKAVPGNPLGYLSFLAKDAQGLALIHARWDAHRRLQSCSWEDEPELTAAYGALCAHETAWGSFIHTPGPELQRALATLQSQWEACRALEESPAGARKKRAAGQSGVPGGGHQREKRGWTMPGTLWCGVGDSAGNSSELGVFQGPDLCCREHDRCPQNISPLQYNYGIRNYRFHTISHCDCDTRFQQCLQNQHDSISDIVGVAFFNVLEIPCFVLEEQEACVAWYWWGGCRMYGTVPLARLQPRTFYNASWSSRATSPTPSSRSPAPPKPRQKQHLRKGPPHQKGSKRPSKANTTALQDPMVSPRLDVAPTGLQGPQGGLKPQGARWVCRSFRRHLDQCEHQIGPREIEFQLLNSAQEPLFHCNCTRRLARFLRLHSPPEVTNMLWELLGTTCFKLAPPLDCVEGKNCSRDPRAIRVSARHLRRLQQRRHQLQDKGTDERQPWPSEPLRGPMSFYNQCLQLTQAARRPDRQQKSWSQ
DAX1 inh-1 = DAX1 (NR0B1) inhibitors on StAR promoter, primary screen, cell-based, luminescence, SF-1 (NR5A1), full-length DAX-1 | HEK293T StAR-luciferase reporter, SF-1/DAX-1 repression relief | inhibition, % at 6.8 µM | 370,000 tested, 1.1% active | AID 652010, 2013;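 active = inhibition above the mean over all tested compounds plus 3 SD, cut at about 3.6% in these data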;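 also: 0% = DAX-1 cells with DMSO and 100% = cells lacking DAX-1 with DMSO; higher inhibition means more luminescence from relief of DAX-1 repression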
DAX1 inh-2 = DAX1 (NR0B1) inhibitors, primary screen, cell-based, HEK293, Gal4-DAX1, luciferase luminescence; inhibition, % at 6.75 µM; 340,000 tested, 0.99% active; HEK293 Gal4-DAX1 luciferase reporter; AID 504766, 2011;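 active = inhibition above the mean over all tested compounds plus 3 SD, cut at about 4.2% in these data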;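 also: 0% = DAX1-transfected cells with DMSO and 100% = empty-vector control cells with DMSO; inhibition shows as a rise in luminescence from relieved DAX1 repression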
Target sequence (P51843 207-470 limits assumed): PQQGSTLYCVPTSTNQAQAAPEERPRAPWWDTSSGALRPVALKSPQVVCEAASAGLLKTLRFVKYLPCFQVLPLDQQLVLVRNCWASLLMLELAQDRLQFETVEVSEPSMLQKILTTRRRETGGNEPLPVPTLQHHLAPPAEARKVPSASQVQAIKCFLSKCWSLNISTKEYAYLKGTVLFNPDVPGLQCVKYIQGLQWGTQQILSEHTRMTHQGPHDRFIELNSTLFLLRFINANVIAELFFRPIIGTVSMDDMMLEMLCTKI
FXN GAA850 act = FXN promoter activators, primary screen, cell-based, luciferase luminescence, HEK293 lucGAA850; HEK293 lucGAA850 FXN promoter luciferase reporter, 24 h; percent of 10 µM SAHA response; activation, % at 6 µM; 360,000 tested, 0.56% active; AID 540364, 2011;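 active = activation above the average of all compounds screened plus 3 SD, cutoff fixed separately per campaign, cut at about 7.5% in these data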;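 also: 0% = DMSO wells and 100% = 10 µM SAHA wells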
GC-A act = GC-A stimulated cGMP production enhancers – HEK293 GC-A cells, cGMP TR-FRET, EC30 ANP, primary screen. activation, % at 10 µM. 0% at EC30 ANP, 100% saturating ANP. Atrial natriuretic peptide receptor 1 (Homo sapiens), P16066. 370,000 tested, 0.14% active; in the data active = activation above about 40%
* hit, by the source's call; x = no result given; & = joins results of further samples; ! = a repeat was not active.

SMILES | KLK7 zymogen act | GC-B act | hgDAF-12 ag | hcDAF12 agonist | SMARCA2 activ | ssDAF12 agonist | HGIII-sPLA2 inh | DAX1 inh-1 | DAX1 inh-2 | FXN GAA850 act | GC-A act
Cc1cccc(-n2cc3c(=O)n(C)c(=O)n(C)c3c2)c1 | 0.4 | -4 | -2.1 | -2.7 | 5 | -1.5 | 7 | 0.1 | x | 1.8 | -1
Cc1ccc2c(c1)c1c(n2CC(O)Cn2c(C)nc3ccccc32)CCCC1 (stereo unspecified) | -0.3 | -6 | 1.6 | 1.3 | -1 | -0.9 | -31 | 0.8 | 1.5 | 0.1 | -6
Cc1cc(C)n2nc(NCc3ccccc3)nc2n1 | 2.2 | -2 | -0.9 | -1.6 | 0 | -1.1 | 3 | -0.3 | 0.2 | 1.1 | 2
CCc1ccc(NC(=O)C(C)OC(=O)CC(NC(C)=O)c2ccccc2)cc1 (stereo unspecified) | -1.0 | -1 | 0.5 | -1.9 | -2 | -1.0 | -2 | 0.2 | -0.4 | -0.4 | 2
C/C(=N\NC(=O)c1csc(C)c1C)c1ccco1 | 0.3 | 3 | 6.9 | 2.1 | 3 | -0.5 | 7 | 0.9 | 0.8 | 4.1 | 2
O=C(NCCN1CCOCC1)C(=O)NCC1OCCN1S(=O)(=O)c1ccc(F)cc1 (stereo unspecified) | -0.2 | 9 | -2.1 | 0.6 | -5 | -0.9 | 2 | 1.0 | 0.4 | 3.9 | -2
CC1=C(C(=O)OCc2ccccc2)C(c2cccc([N+](=O)[O-])c2)NC(=O)N1 (stereo unspecified) | -0.1 | -2 | -2.2 | -1.7 | -1 | -1.5 | 4 | -0.1 | -0.7 | 1.2 | -8
CC(=O)c1cc2c(cc1NC(=O)C1CC=CCC1C(=O)O)OCO2 (stereo unspecified) | 0.2 | -5 | -2.5 | -0.8 | 5 | -0.8 | 5 | 0.9 | 0.1 | 1.3 | -3
O=C(Nc1ccc(F)c(F)c1)c1ccc(-n2cncn2)c([N+](=O)[O-])c1 | 0.4 | -6 | -2.4 | -3.8 | -2 | -1.8 | -3 | -2.1 | -1.5 | 1.8 | -1
CCCNC(=O)c1cn(CC)c2cc(N3CCN(C(=O)c4ccco4)CC3)c(F)cc2c1=O | 2.4 | -4 | -4.6 | -2.2 | -3 | -1.2 | -4 | -4.5 | -1.1 | -2.2 | 3
COc1ccc(Cn2cc(CN3[C@H](CC(C)C)COc4cc(Br)ccc4S3(=O)=O)nn2)cc1 | -0.8 | 7 | 1.4 | 1.3 | 2 | -0.9 | 2 | 0.6 | x | x | -2
COc1cc([N+](=O)[O-])ccc1-c1ccc(/C=N\n2cnnc2)o1 | 0.3 | -7 | 0.7 | -2.6 | -3 | -1.2 | 2 | 0.2 | 0.0 | -0.1 | -9
Cc1ccc(F)c(S(=O)(=O)NC(=O)C2(C)CCN2C(=O)c2sccc2C)c1 (stereo unspecified) | -0.2 | 2 | -0.7 | 0.0 | -2 | -1.4 | 10 | -0.3 | x | -1.2 | 3
CCOc1ccc(C(=O)NC2CC(=O)N(c3ccc4c(c3)OCCO4)C2)cc1 (stereo unspecified) | -0.3 | 3 | 2.2 | -0.4 | -1 | -1.2 | -10 | -1.3 | -0.9 | 1.2 | 1
O=C(CCS(=O)(=O)c1ccccc1)Nc1ccc(F)cc1Cl | 0.6 | -4 | 1.7 | -2.4 | -3 | -1.1 | -4 | -0.3 | x | x | 2
O=[N+]([O-])c1ccc(OCCN2CCCCCC2)cc1 | 0.3 | 0 | -0.3 | -1.9 | 0 | -1.5 | -5 | 0.6 | -0.6 | -0.1 | 0
CCOC(=O)C(=CNc1cc(C(F)(F)F)ccc1N1CCOCC1)C(=O)OCC | -0.1 | 16 | 1.0 | 1.6 | 2 | -1.9 | -1 | -0.1 | 1.3 | 1.2 | 13
Cn1c(SCc2nc3ccccc3[nH]2)nnc1-c1cnccn1 | 0.5 | 0 | 0.6 | 2.1 | -4 | -0.9 | 3 | 0.2 | -0.1 | -0.3 | 3
CC(=O)N1N=C(c2ccc(Cl)cc2)OC12CCCC2 | 0.0 | -3 | 1.8 | -1.8 | -5 | -0.5 | 5 | -0.4 | 1.1 | -0.1 | 4
COc1ccc(-c2c(C)nc(N)nc2-c2ccc(OC)cc2O)cc1 | -0.1 | -6 | -1.2 | 1.1 | -4 | -0.5 | -14 | -0.4 | 1.2 | -0.4 | -1
Cc1ccc(/C=N/NC(=O)c2nnn(-c3nonc3N)c2CSc2ccc(Cl)cc2)o1 | 0.1 | 6 | 0.8 | -2.5 | -1 | -1.1 | -3 | -0.2 | 0.1 | 2.1 | -3
Cc1cc(C)n(C(=O)CCCn2nc(C)c([N+](=O)[O-])c2C)n1 | 0.6 | 0 | 2.6 | -1.7 | -1 | -0.8 | -2 | -1.0 | 0.3 | 2.0 | -1
COc1ccc(C(CCN2CCN(c3ccccc3)CC2)c2c(O)cc(OC)cc2OC)cc1 (stereo unspecified) | 0.8 | -4 | -0.6 | -1.1 | 3 | -1.4 | -11 | -0.6 | 2.0 | -3.2 | -1
CCc1ccc2oc(C(=O)Nc3ccc(S(N)(=O)=O)cc3)c(C)c2c1 | -0.1 | 0 | -1.0 | -1.8 | 1 | -1.3 | -5 | 0.1 | -0.5 | 2.9 | -4
COc1cccc(N2CCN(S(=O)(=O)c3cccc4cccnc34)CC2)c1 | -0.4 | 1 | -3.1 | -0.3 | -3 | -1.5 | -4 | -0.7 | -1.6 | 0.7 | -6

Structures above that contain a thiophene ring, fused or not:
SMILES | KLK7 zymogen act | GC-B act | hgDAF-12 ag | hcDAF12 agonist | SMARCA2 activ | ssDAF12 agonist | HGIII-sPLA2 inh | DAX1 inh-1 | DAX1 inh-2 | FXN GAA850 act | GC-A act
C/C(=N\NC(=O)c1csc(C)c1C)c1ccco1 | 0.3 | 3 | 6.9 | 2.1 | 3 | -0.5 | 7 | 0.9 | 0.8 | 4.1 | 2
Cc1ccc(F)c(S(=O)(=O)NC(=O)C2(C)CCN2C(=O)c2sccc2C)c1 (stereo unspecified) | -0.2 | 2 | -0.7 | 0.0 | -2 | -1.4 | 10 | -0.3 | x | -1.2 | 3

New compounds follow
SMILES | KLK7 zymogen act | GC-B act | hgDAF-12 ag | hcDAF12 agonist | SMARCA2 activ | ssDAF12 agonist | HGIII-sPLA2 inh | DAX1 inh-1 | DAX1 inh-2 | FXN GAA850 act | GC-A act
COc1ccc(C2Nc3ccccc3C(=O)N2Cc2ccco2)cc1CN1C(=O)c2ccccc2C1=O (stereo unspecified) | 30*! | -3&-2 | -2.6&-2.1 | -1.0&-1.8 | -1&-2 | -1.9&-1.1 | -4&-4 | -0.1&-0.6 | -1.1&-0.1 | 2.9&0.0 | -4&-9
COc1cc(/C=N/Nc2nc(Nc3ccccc3)nc(-n3nc(C)cc3C)n2)cc(OC)c1OC | -3.8 | 15 | -3.0 | -2.3 | 0 | -2.6 | 0 | -2.2 | -3.4 | -5.2 | 9
CC(Nc1nc2ncn(Cc3ccccc3)c2c(=O)[nH]1)C(=O)O (stereo unspecified) | 0.1 | -1 | -0.3 | 1.3 | 0 | -1.0 | 6 | -0.6 | -0.1 | 0.0 | 0
CC(C)CN(C(=O)Cn1nnc(-c2ccc(F)cc2)n1)C1CCS(=O)(=O)C1 (stereo unspecified) | -0.3 | 2 | 1.6 | -0.5 | -1 | -1.2 | 4 | 0.9 | 0.9 | -0.8 | 2
Cc1c(C(=O)NCc2cccc(Cl)c2)sc(=O)n1Cc1ccc(F)cc1 | -0.1 | -11 | -0.8 | -1.1 | -1 | -1.5 | 0 | 0.2 | x | -1.5 | 3
CC(C)C[C@H]1COc2ccc(Cl)cc2S(=O)(=O)N1C[C@H](NC(=O)OC(C)(C)C)C(C)C | 0.1 | 2 | -3.2 | -0.7 | -1 | -1.0 | -3 | -0.1 | x | x | 2
Cc1ccccc1CSCC(=O)N1CCN(c2ccccc2)CC1 | 0.1 | -3 | 3.3 | 0.8 | 6 | -1.3 | -1 | 0.3 | 0.1 | 2.1 | -3
COc1cccc(CNC(=O)C2CCN(S(=O)(=O)c3ccc(-n4cnnn4)cc3)CC2)c1 | 0.6 | -2 | -0.4 | -0.9 | -3 | -0.4 | -3 | 0.0 | 0.5 | -2.3 | -2
COCc1cc(C)nc(OCC(=O)N/N=C/c2ccccc2O)c1C#N | -0.9 | -3 | -1.4 | 0.2 | -2 | 0.1 | -7 | -0.6 | 0.2 | 0.6 | 2
Cc1cc(Cl)ccc1OCC(=O)N1CCCN(C(=O)COc2ccc(Cl)cc2C)CC1 | 0.5 | -5 | -1.0 | 0.0 | 3 | -1.6 | -13 | -0.9 | -1.7 | 9.4* | -11
CCC(C)(C)NC(=O)C(c1ccc(OC)cc1)N(CC1CCCO1)C(=O)CCC(=O)Nc1cc(C)on1 (stereo unspecified) | -0.2 | 1 | -2.4 | -0.2 | 1 | -1.1 | 4 | -0.1 | -0.6 | 0.6 | -1
COC(=O)c1ccccc1NC(=S)N1CCN(C2CCCCC2)CC1 | 0.0 | 2 | 0.1 | 0.7 | 1 | -0.6 | 7 | -0.1 | 1.6 | -0.2 | -2
O=C(CCCc1ccncc1)c1ccccc1 | 1.1 | -1 | 13* | 1.1 | 8.2* | -0.3 | 4 | 0.6 | 3.1 | 1.4 | -3
c1ccc2ccccc2c1 | 0.1 | -5 | 0.2 | -0.8 | -4 | -0.7 | 1 | 0.7 | 0.6 | -0.9 | 1
CCOc1ccc(NC(=O)N2CCN(CC)CC2)cc1 | 0.5 | -2 | 2.2 | -0.8 | 2 | -1.5 | 0 | 0.6 | -0.3 | -0.1 | -1
Cc1ccccc1Nc1nc(N)nc(CSc2nnnn2C)n1 | -0.1 | x | 6.2 | 1.9 | 2 | -0.3 | 3 | 2.3 | 1.8 | 6.3 | x

Pulled one by one from the entries so far:
SMILES | KLK7 zymogen act | GC-B act | hgDAF-12 ag | hcDAF12 agonist | SMARCA2 activ | ssDAF12 agonist | HGIII-sPLA2 inh | DAX1 inh-1 | DAX1 inh-2 | FXN GAA850 act | GC-A act
CC(C)C[C@H]1COc2ccc(Cl)cc2S(=O)(=O)N1C[C@H](NC(=O)OC(C)(C)C)C(C)C | 0.1 | 2 | -3.2 | -0.7 | -1 | -1.0 | -3 | -0.1 | x | x | 2
COC(=O)c1ccccc1NC(=S)N1CCN(C2CCCCC2)CC1 | 0.0 | 2 | 0.1 | 0.7 | 1 | -0.6 | 7 | -0.1 | 1.6 | -0.2 | -2

Screens (PubChem)
